TcdB inh: inhibitors of Clostridioides difficile toxin B glycohydrolase; 350,000 tested, 0.24% active; P18177; inhibition, % at 9.99 µM; AID 652162; TcdB glycohydrolase enzymatic assay, plate reader; in the data active means inhibition above about 10%
An asterisk follows results filed as active; & = joins results of further samples. This is a subset; rates above refer to the full screens.

Compound	TcdB inh
C/C=C/c1ccc([C@H]2[C@@H](CO)N(CC3CC3)C23CN(S(=O)(=O)CC)C3)cc1	0.4
CNC(=O)C[C@@H]1CC[C@H]2[C@@H](COc3ccc(NC(=O)C4CCCCC4)cc3C(=O)N2C)O1	-0.2
Cc1ccc(S(=O)(=O)Nc2ccc3c(c2)C(=O)N([C@@H](C)CO)C[C@@H](C)[C@@H](CN(C)S(=O)(=O)c2cn(C)cn2)OCCCC[C@H](C)O3)cc1	0.0
COc1ccc(S(=O)(=O)N(C)C[C@H]2OCCCC[C@H](C)Oc3ccc(NS(=O)(=O)c4cccs4)cc3C(=O)N([C@@H](C)CO)C[C@H]2C)cc1	0.5
N#C[C@@H]1[C@@H](c2ccc(-c3ccncc3)cc2)[C@@H](CO)N1C(=O)C1CCCC1	0.9
C[C@H](CO)N1C[C@H](C)[C@H](CN(C)CC2CCCCC2)Oc2ccc(NC(=O)Cc3ccccc3)cc2C1=O	0.2
COc1ccc(S(=O)(=O)Nc2ccc3c(c2)C(=O)N([C@@H](C)CO)C[C@@H](C)[C@H](CN(C)C(=O)CCC(F)(F)F)OCCCC[C@H](C)O3)cc1	-0.5
CO[C@H](CN(C)C(=O)Nc1ccc(C(F)(F)F)cc1)[C@H](C)CN(Cc1ccccc1Cl)[C@H](C)CO	1.0
COCCOC(=O)N1C(=O)[C@@]2(c3cc(C#CC4=CCCCC4)ccc31)[C@H](c1ccc(O)cc1)N1[C@H](c3ccccc3)[C@H](c3ccccc3)OC(=O)[C@H]1[C@@H]2C(N)=O	-0.8
CCCC(=O)Nc1ccc2c(c1)OC[C@H](C)N(Cc1ccc(-c3ccccn3)cc1)C[C@H](C)[C@@H](OC)CN(C)C2=O	-0.9
CCCC(=O)Nc1ccc2c(c1)OC[C@@H](C)N(Cc1ccccc1F)C[C@@H](C)[C@@H](OC)CN(C)C2=O	-3.4
COc1cccc(S(=O)(=O)Nc2ccc3c(c2)[C@@H]2C[C@H](CC(=O)NCc4ccccc4F)O[C@@H](CO)[C@@H]2O3)c1	0.4
CCCNC(=O)C[C@@H]1C[C@@H]2c3cc(NC(=O)COC)ccc3O[C@@H]2[C@H](CO)O1	-2.2
Cc1noc(C)c1NC(=O)Nc1ccc2c(c1)C(=O)N(C)[C@H]1CC[C@@H](CC(=O)N[C@@H]3CCN(Cc4ccccc4)C3)O[C@@H]1CO2	0.0
CO[C@H]1CN(C)C(=O)c2ccc(NC(C)=O)cc2OC[C@H](C)N(C(=O)C2CCC2)C[C@H]1C	-1.4
O=C(C1CCC1)N1CC(=O)N2[C@H](CO)[C@H](c3ccc(-c4ccccc4F)cc3)[C@@H]2C1	1.1
CCCNC(=O)N1CCC2(CC1)CN(C(=O)c1ccccc1)[C@H](CO)c1[nH]c3cc(OC)ccc3c12	1.0
COc1ccc(CN(C)C[C@H]2OCc3cnnn3CCCC(=O)N([C@@H](C)CO)C[C@@H]2C)cc1	-0.3
CCCNC(=O)N1CC(=O)N2[C@@H](CO)[C@H](c3ccc(C#Cc4cccc(F)c4)cc3)[C@@H]2C1	0.2
COc1ccc(NC(=O)Nc2ccc3c(c2)CC(=O)N([C@@H](C)CO)C[C@H](C)[C@@H](CN(C)S(=O)(=O)c2c(C)noc2C)O3)cc1	0.4
CC(=O)N1CC(=O)N2[C@@H](CO)[C@@H](c3ccc(-c4ccc(C#N)cc4)cc3)[C@@H]2C1	-0.6
C[C@@H]1CN([C@H](C)CO)S(=O)(=O)c2ccc(C#CC3CC3)cc2O[C@H]1CN(C)Cc1ccncc1	1.5
Cc1noc(C)c1NC(=O)N(C)C[C@H]1Oc2ccc(NC(=O)CCCCCC(=O)Nc3ccccc3N)cc2C(=O)N([C@H](C)CO)C[C@@H]1C	1.0
COc1ccc2c3c(n(C)c2c1)[C@H](CO)N(C(=O)c1ccccn1)CC31CCN(C(=O)c2ccccn2)CC1	1.0
C[C@@H]1CN([C@@H](C)CO)C(=O)c2cc(/C=C/c3ccccc3)cnc2O[C@@H]1CN(C)C(=O)NC1CCCCC1	1.0
O=C(CN1CCOCC1)NCC[C@@H]1CC[C@@H](NC(=O)Nc2ccc(F)cc2)[C@H](CO)O1	0.4
C[C@H](CO)N1C[C@H](C)[C@H](CN(C)C(=O)CC2CC2)Oc2cc(C#C[C@@H](C)O)ccc2S1(=O)=O	-3.2
C/C=C/c1ccc2c(c1)O[C@@H](CN(C)C(=O)NC1CCCC1)[C@@H](C)CN([C@H](C)CO)S2(=O)=O	1.1
O=C(Cc1ccccn1)NCC[C@H]1CC[C@H](NC(=O)Nc2ccc(F)cc2)[C@H](CO)O1	-1.5
COc1cccc(C#Cc2ccc3c(c2)[C@H]2[C@H](CCN2C(=O)c2ccc4c(c2)OCO4)[C@@H](CO)N3)c1	-0.6
COCC(=O)Nc1ccc2c(c1)OC[C@@H](C)N(Cc1ccccc1)C[C@H](C)[C@H](OC)CN(C)C2=O	0.6
C[C@H]1CN([C@@H](C)CO)C(=O)c2cc(NC(=O)CCCN(C)C)ccc2O[C@H]1CN(C)S(=O)(=O)c1ccccc1	0.4
O=C/C=C/c1ccc2c(c1)OCO2	-0.3
O=C(c1ccc(F)cc1)N1CC(=O)N2[C@H](CO)[C@H](c3ccc(C#CC4CCCCC4)cc3)[C@H]2C1	0.7
COc1ccc(S(=O)(=O)N2CC[C@H]3[C@H](CO)Nc4ccc(C#Cc5ccccc5OC)cc4[C@H]32)cc1	-0.3
O=C(C[C@H]1C[C@H]2c3cc(NS(=O)(=O)c4ccc(F)cc4)ccc3O[C@H]2[C@H](CO)O1)N1CCc2ccccc2C1	-1.5
O=S(=O)(c1ccccc1F)N1CCCCN2[C@H](CO)[C@@H](c3ccc(-c4ccccc4)cc3)[C@@H]2C1	0.4
CO[C@@H]1CN(C)C(=O)c2cc(NS(C)(=O)=O)ccc2OC[C@@H](C)N(C(=O)C2CCOCC2)C[C@H]1C	-1.2
C[C@H](CO)N1C[C@H](C)[C@H](CN(C)S(C)(=O)=O)OCCCC[C@H](C)Oc2ccc(NC(=O)Nc3ccccc3)cc2C1=O	-0.2
C[C@H](CO)N1C[C@H](C)[C@H](CN(C)CC2CCCCC2)Oc2ccc(NS(C)(=O)=O)cc2CC1=O	-0.8
O=C(Nc1cccc(Cl)c1)N[C@@H]1CC[C@@H](CCNC(=O)C2CC2)O[C@@H]1CO	-0.7
COCC#Cc1ccc2c(c1)O[C@@H](CN(C)S(=O)(=O)c1cccc(OC)c1)[C@H](C)CN([C@H](C)CO)S2(=O)=O	2.6
COCC#Cc1ccc2c(c1)O[C@@H](CN(C)C(=O)c1ccccc1F)[C@H](C)CN([C@H](C)CO)S2(=O)=O	0.9
CCC(=O)N1C[C@@H](C)[C@@H](OC)CN(C)C(=O)c2ccc(NS(C)(=O)=O)cc2OC[C@H]1C	-0.8
COc1ccccc1CNC(=O)C[C@H]1C[C@H]2c3cc(NC(=O)Nc4ccccc4F)ccc3O[C@H]2[C@H](CO)O1	-0.9
C[C@H]1CN([C@@H](C)CO)C(=O)c2cc(-c3ccncc3)cnc2O[C@H]1CN(C)C(=O)NC1CCCC1	-0.7
CCCC(=O)Nc1ccc2c(c1)C(=O)N(C)[C@@H]1CC[C@H](CC(=O)O)O[C@H]1CO2	-2.3
COCC(=O)Nc1ccc2c(c1)OC[C@@H](C)N(C(=O)COC)C[C@H](C)[C@H](OC)CN(C)C2=O	-0.1
C[C@@H]1CN([C@H](C)CO)C(=O)c2cc(NC(=O)c3ccncc3)ccc2O[C@H]1CN(C)Cc1ccc(Cl)c(Cl)c1	-1.1
COCC#Cc1cnc2c(c1)C(=O)N([C@H](C)CO)C[C@H](C)[C@H](CN(C)C(=O)Cc1cccnc1)O2	0.5
OC[C@H]1[C@H](c2ccc(C#Cc3ccccc3)cc2)[C@H]2CN(Cc3cncnc3)CCCCN21	-0.2
C[C@@H]1CN([C@H](C)CO)C(=O)c2cc(-c3cccnc3)cnc2O[C@H]1CN(C)C(=O)Nc1ccc2c(c1)OCO2	-0.1
CNC[C@H]1OCCCC[C@H](C)Oc2ccc(N(C)C)cc2C(=O)N([C@H](C)CO)C[C@H]1C	-33
C[C@@H]1CN([C@@H](C)CO)C(=O)c2cccc(NS(=O)(=O)c3ccccc3)c2O[C@H]1CN(C)S(=O)(=O)c1ccc(Cl)cc1	-5.3
COc1ccccc1NC(=O)N1C[C@@H]2N[C@H](C1)C2c1ccc(-c2ccccc2)cc1 (stereo partly specified)	-0.9&-1.0
COc1ccc(NC(=O)N2C[C@@H](O)COC[C@H]3O[C@@H](CC(=O)NC4Cc5ccccc5C4)CC[C@@H]32)cc1	-1.6

More structures follow:
Compound	TcdB inh
O=C(C[C@@H]1CC[C@@H](NC(=O)Nc2ccc3c(c2)OCO3)[C@H](CO)O1)NCCCN1CCOCC1	-1.1
C[C@H](CO)N1C[C@H](C)[C@@H](CN(C)S(=O)(=O)c2ccccc2F)OCc2cn(nn2)CCCC1=O	-0.6
C[C@H](CO)N1C[C@H](C)[C@@H](CN(C)Cc2ccc(Cl)c(Cl)c2)OCCCC[C@H](C)Oc2ccc(NC(=O)Nc3ccc4c(c3)OCO4)cc2C1=O	0.1
CO[C@H]1CC[C@@H]2CCOc3ccc(C#N)cc3C(=O)N(C)C[C@H](C)C(=O)N(C)C[C@@H]1O2	-1.2
CC(C)NC(=O)Nc1ccc2c(c1)C(=O)N([C@H](C)CO)C[C@H](C)[C@H](CN(C)S(=O)(=O)c1cn(C)cn1)OCCCC[C@H](C)O2	-2.9
C[C@@H]1CN([C@@H](C)CO)C(=O)c2c(c3ccccc3n2C)-c2ccccc2CO[C@@H]1CN(C)C(=O)N[C@H](C)c1ccccc1	1.0
C=CCN(Cc1ccccc1)C(=O)[C@@H]1N(C(C)(C)C)C(=O)[C@H]2[C@H](C(=O)O)[C@@H]3C=C[C@]12O3	-0.2
CO[C@@H]1CN(C)C(=O)c2cc(NS(=O)(=O)c3cccc(Cl)c3)ccc2OC[C@@H](C)NC[C@@H]1C	0.0
CCC(=O)N1CC(=O)N2[C@H](CO)[C@@H](c3ccc(C#Cc4cccnc4)cc3)[C@H]2C1	-0.7
O=C(C[C@H]1CC[C@H]2[C@@H](COC[C@H](O)CN2C(=O)c2ccccn2)O1)NC1CCC1	7.6
C[C@H](CO)N1C[C@H](C)[C@H](CN(C)Cc2ccc(Cl)c(Cl)c2)Oc2c(NS(=O)(=O)c3cccs3)cccc2C1=O	-0.5
C[C@@H]1CN([C@H](C)CO)C(=O)c2cc(C#Cc3ccccn3)cnc2O[C@@H]1CN(C)C(=O)CCN1CCCCC1	-0.1
C[C@@H]1CN([C@@H](C)CO)C(=O)c2cc(NC(=O)c3ccccc3)ccc2O[C@@H](C)CCCCO[C@H]1CN(C)C(=O)c1ccccc1	0.1
O=C(C[C@H]1CC[C@H]2[C@@H](COC[C@H](O)CN2Cc2ccc(Cl)cc2)O1)NCc1ccccc1Cl	1.2
C[C@H]1CN([C@@H](C)CO)C(=O)c2cc(NC(=O)Cc3cn(C)c4ccccc34)ccc2O[C@H]1CN(C)S(C)(=O)=O	-0.2
CC(C)C#Cc1ccc([C@H]2[C@@H](C#N)N(C(=O)c3ccccn3)[C@H]2CO)cc1	0.7
CO[C@H](CN(C)Cc1ccc2c(c1)OCO2)[C@@H](C)CN(C(=O)Nc1ccc(F)cc1)[C@@H](C)CO	-0.2
COCC(=O)Nc1ccc2c(c1)[C@H]1C[C@H](CC(=O)NCc3ccc(-c4ccccc4)cc3)O[C@@H](CO)[C@H]1O2	-0.1
COc1ccc(-c2ccc3c(c2)O[C@@H](CN(C)Cc2ccccc2C(=O)O)[C@@H](C)CN([C@H](C)CO)S3(=O)=O)cc1	1.1
CCN1[C@@H]2c3ccc(-c4ccccc4OC)c(=O)n3C[C@H]1[C@H](CO)[C@H]2C(=O)N[C@H](C)c1ccccc1	-1.4
C[C@@H]1CN([C@H](C)CO)C(=O)c2cc(C#CC3CCCCC3)cnc2O[C@@H]1CN(C)S(=O)(=O)c1ccccc1	0.3
COc1ccccc1S(=O)(=O)N[C@@H]1CC[C@H](CC(=O)NCc2cccc(F)c2)O[C@@H]1CO	-0.3
CCC(=O)Nc1ccc2c(c1)OC[C@H](C)N(C(=O)NC(C)C)C[C@H](C)[C@@H](OC)CN(C)C2=O	0.2
C[C@H]1CN([C@@H](C)CO)C(=O)c2cc(C#CCN(C)C)cnc2O[C@H]1CN(C)C(=O)Nc1cccc(F)c1	0.6
O=C(N[C@H]1CC[C@H](CC(=O)N2CCOCC2)O[C@H]1CO)c1ccc2c(c1)OCO2	-0.9
COc1ccc(NC(=O)N(C)C[C@H]2OCCCC[C@H](C)Oc3ccc(N(C)C)cc3C(=O)N([C@H](C)CO)C[C@@H]2C)cc1	-19

Assay outcomes: PubChem, Broad Institute
